CHO-K1 Ca antag = counter-screen for M1 antagonists: effect in parental CHO-K1 cells; ATP-induced calcium, Fluo-8 fluorescence; inhibition, % at 3 µM; 360,000 tested, 0.6% active; AID 602250;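 active = inhibition above a per-plate cutoff, the plate's mean sample inhibition plus 3 SD, cut at about 24% in these data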;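 note: 0% = DMSO plus EC80 ATP and 100% = DMSO alone without ATP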
CHO-K1 Ca PAM = nonselective calcium activators in parental CHO-K1 cells, primary screen, counter-screen for M1 PAM project, cell-based, Fluo-8 calcium fluorescence, full deck, 1536-well; ATP EC20; 0% at ATP EC20, 100% at ATP max; activation, % at 3 µM; 360,000 tested, 0.02% active; AID 602247, 2012;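 active = activation above the run cutoff, the mean activation of all test compounds plus 3 SD, cut at about 40% in these data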;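 note: peak over basal fluorescence ratio in a 140 s read after ATP addition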
OXTR potentiator = human OXTR potentiators, primary screen, fluorescence, CHO-OTR cells, Fluo-8 calcium | Fluo-8 calcium fluorescence, potentiator mode; 0% = oxytocin EC15, 100% = EC100 | 320,000 tested, 0.061% active | activation, % at 3 µM | Oxytocin receptor (Homo sapiens), P30559 | AID 2445, 2010;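 active = activation above that plate's cutoff, the mean activation of tested compounds plus 3 SD, cut at about 6.6% in these data, passing the limit was not always enough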;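 note: 100% uses oxytocin at 75 nM as the full agonist control; some results filed as inactive read as strong as hits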
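Assay system: CHO cell line stably expressing human OTR. Reagent: EC15 oxytocin agonist. Dosing: single dose, 3.0 µM nominal final compound concentration. Timing: compound 6 min at room temperature before oxytocin, 100 s read. Signal: kinetic Fluo-8 calcium fluorescence. Controls: oxytocin EC15 low and EC100 high.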
TAAR1 agonist = human TAAR1 agonists, primary screen, Fluo-8 calcium fluorescence, CHO RD-HGA16 cells; Trace amine-associated receptor 1 (Homo sapiens), Q96RJ0; vehicle wells 0%, saturating PEA agonist 100%; activation, % at 3 µM; 360,000 tested, 0.99% active; AID 624467, 2012;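 active = activation above the mean activation of all test compounds in the run plus 3 SD, cut at about 38% in these data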
Target sequence (Q96RJ0 whole entry, looked up): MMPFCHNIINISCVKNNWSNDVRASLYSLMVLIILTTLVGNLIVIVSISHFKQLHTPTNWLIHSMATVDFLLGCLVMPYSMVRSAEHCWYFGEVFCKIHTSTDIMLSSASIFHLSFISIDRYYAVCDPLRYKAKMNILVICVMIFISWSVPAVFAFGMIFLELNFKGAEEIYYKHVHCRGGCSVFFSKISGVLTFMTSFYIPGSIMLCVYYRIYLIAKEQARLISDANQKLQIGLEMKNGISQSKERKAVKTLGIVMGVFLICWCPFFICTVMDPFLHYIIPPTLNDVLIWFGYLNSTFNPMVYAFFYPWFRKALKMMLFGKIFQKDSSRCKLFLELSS
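Signal – calcium-sensitive Fluo-8 signal, excitation 470-495, emission 515-575 nm · System – RD-HGA16 (CHO) cells co-expressing Gα16 and hTAAR1 · Incubation – 17-24 h seeding, 75 min 37 °C dye, 30 min RT · Compound dosing – 3 µM single concentration · Repeats – no replicates (n 1)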
CHO-K1 Ca ag = counter-screen for M1 agonists: effect in parental CHO-K1 cells. activation, % at 3 µM. Fluo-8 calcium fluorescence; scaled to maximal ATP response, vehicle zero. 360,000 tested, 0.48% active. AID 602248, 2012; in the data active = activation above about 15%;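 note: untransfected CHO-K1 host cells lacking M1 receptor as counterscreen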
CHO parental Ca = ATP-evoked calcium signal inhibitors, parental CHO, primary screen, counter-screen for OX1R antagonist project, cell-based, fluorescence, Fluo-8 calcium dye; parental CHO-K1, ATP-induced calcium, Fluo-8 fluorescence; inhibition, % at 5.6 µM; 330,000 tested, 0.63% active;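 active = inhibition above that plate's mean sample inhibition plus 3 SD, cut at about 26% in these data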;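 note: 0% = ATP-challenged DMSO wells and 100% = DMSO wells without ATP; some compounds past the cut are filed as inactive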
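Assay system – parental CHO cells · Reagent – ATP stimulus · Detection – intracellular calcium via Fluo-8 no-wash fluorescent dye · Evaluation – percent inhibition of ATP-evoked calcium rise, normalized to controls · Controls – ATP wells versus no-ATP DMSO wells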
TAAR1 antag = human TAAR1 antagonists, primary screen, Fluo-8 calcium fluorescence, CHO RD-HGA16 cells | Trace amine-associated receptor 1 (Homo sapiens), Q96RJ0 | antagonist | inhibition, % at 3 µM | 360,000 tested, 1.5% active | AID 624466, 2012;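 active = inhibition above a per-plate cutoff, the mean inhibition of test compounds on that plate plus 3 SD, cut at about 49% in these data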;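 note: 0% = DMSO plus EC80 beta-PEA response and 100% = DMSO alone without agonist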
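System: CHO RD-HGA16 cells bearing hTAAR1. Reagent: EC80 β-phenethylamine stimulus. Schedule: seeding 17-24 h prior, 75-min 37 °C, 30-min RT dye loading. Signal: Fluo-8 intracellular calcium dye fluorescence, real-time kinetic reads. Read-out: % inhibition from peak post-agonist over basal fluorescence ratio. Benchmarks: vehicle wells and EC80 agonist wells. Replicates: n of 1.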
V1aR counter = agonists of human V1a receptor, primary screen, counter-screen for OXTR agonist project, fluorescence, CHO-V1R cells. AID 2797, 2010. activation, % at 3 µM. 320,000 tested, 0.25% active. Fluo-8 calcium fluorescence, agonist mode; 0% DMSO, 100% 3 nM vasopressin. Vasopressin V1a receptor (Homo sapiens), P37288;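 active = activation above the mean activation of all tested compounds plus 3 SD, per screening run, cut at about 20% in these data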;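 note: signal is peak over basal fluorescence ratio across a 100 second FLIPR read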
Target sequence (P37288 whole entry, looked up): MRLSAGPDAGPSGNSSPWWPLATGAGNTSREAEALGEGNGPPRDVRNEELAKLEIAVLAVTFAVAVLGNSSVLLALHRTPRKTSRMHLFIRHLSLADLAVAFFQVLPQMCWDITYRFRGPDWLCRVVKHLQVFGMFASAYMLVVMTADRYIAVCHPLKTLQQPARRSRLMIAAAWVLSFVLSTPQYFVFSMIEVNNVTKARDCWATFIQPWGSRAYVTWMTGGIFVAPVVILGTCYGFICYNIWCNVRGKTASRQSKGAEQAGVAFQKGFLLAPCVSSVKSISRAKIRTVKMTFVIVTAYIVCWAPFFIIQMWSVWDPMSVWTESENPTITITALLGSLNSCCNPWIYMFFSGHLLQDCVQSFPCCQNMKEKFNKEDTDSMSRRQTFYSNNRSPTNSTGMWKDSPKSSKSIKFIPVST
M1 ag = human M1 muscarinic receptor agonists, primary screen, Fluo-8 calcium fluorescence, CHO-K1 cells, HTS. Muscarinic acetylcholine receptor M1 (Homo sapiens), P11229. CHO-K1 hM1, agonist mode; 0% DMSO, 100% acetylcholine EC100. activation, % at 3 µM. 360,000 tested, 0.33% active. AID 588814, 2011;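 active = activation above the run's mean compound activation plus 3 SD, cut at about 16% in these data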;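 note: peak over basal fluorescence ratio within a 140 s kinetic read after compound addition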
Starred values were filed as active, the others as inactive; x = not tested or not shown.

SMILES	CHO-K1 Ca antag	CHO-K1 Ca PAM	OXTR potentiator	TAAR1 agonist	CHO-K1 Ca ag	CHO parental Ca	TAAR1 antag	V1aR counter	M1 ag
Cn1c(SCC(=O)C(C)(C)C)nnc1-c1cccnc1	-2	12	-8	2	0.1	-5	5	0.6	-4
O=C(COC(=O)c1ccccc1O)Nc1cccc(S(=O)(=O)NC2=NCCCCC2)c1	-15	3	-22	10	2.5	-17	-8	1.6	-1
CC(=O)NC1Sc2ccccc2N=C1c1ccccc1 (configuration not stated)	-10	18	-7	30	0.3	-7	0	0.4	-3
CC1(C)CC(=O)C(CC2=C(N)CC(C)(C)CC2=O)=C(N)C1	-10	-2	1	2	0.8	-12	-4	0.3	-5
O=C(COC(=O)c1ccc(N2CCCC2=O)cc1)c1ccccc1	-18	31	-4	1	2.4	-9	4	5.2	-4
CCOc1ccccc1C(=O)N1CCC(n2nnc3cc(C(F)(F)F)ccc32)CC1	0	11	-18	9	3.2	-20	7	5.6	2
COc1ccc(CCN2CC(C(=O)Nc3ccc(S(C)(=O)=O)cc3)CC2=O)cc1OC (configuration not stated)	6	-28	-2	2	2.1	-5	-6	0.7	6
Cc1cc(/C=C2/NC(=O)NC2=O)c(C)n1-c1ccncc1	-22	10	-14	4	1.3	9	3	-0.1	-4
c1ccc(N=C2SCCCS2)cc1	2	-13	x	0	-0.3	x	-24	x	-4
O=C(Cn1ncc2c(=O)oc3ccccc3c21)N1CCc2ccccc2C1	5	5	-9	1	1.1	-6	-15	1.1	9
Cn1c(=O)c2cc(NC(=O)NCc3ccccc3)ccc2n1Cc1ccc(Cl)cc1	-2	10	x	3	2.0	x	1	x	-4
Cc1ccc(C(=O)NCC(=O)NCC(=O)OCC(=O)c2ccc([N+](=O)[O-])cc2)cc1	2	7	-19	11	-0.2	7	-8	1.3	-4

Two entries picked at random from those above:
SMILES	CHO-K1 Ca antag	CHO-K1 Ca PAM	OXTR potentiator	TAAR1 agonist	CHO-K1 Ca ag	CHO parental Ca	TAAR1 antag	V1aR counter	M1 ag
COc1ccc(CCN2CC(C(=O)Nc3ccc(S(C)(=O)=O)cc3)CC2=O)cc1OC (configuration not stated)	6	-28	-2	2	2.1	-5	-6	0.7	6
O=C(COC(=O)c1ccccc1O)Nc1cccc(S(=O)(=O)NC2=NCCCCC2)c1	-15	3	-22	10	2.5	-17	-8	1.6	-1

(list continues)
SMILES	CHO-K1 Ca antag	CHO-K1 Ca PAM	OXTR potentiator	TAAR1 agonist	CHO-K1 Ca ag	CHO parental Ca	TAAR1 antag	V1aR counter	M1 ag
C/C(=N\Nc1nc(C(=O)O)cs1)c1ccccc1	x	x	-16	3	x	-8	-3	0.0	x
NC(=O)c1ccc(Nc2ccc([N+](=O)[O-])cc2[N+](=O)[O-])cc1	13	-7	2	2	0.2	-9	-10	1.6	-3
CCCCCCN1Cc2ccccc2C1	-13	18	0	6	-0.1	-15	-11	-1.0	-3
COc1ccc(-c2cc3ccc(OCC(C)=O)cc3oc2=O)cc1	-5	-10	-6	3	0.6	-12	-35	1.5	4
Cc1c(N=C2N=C(NC(=O)c3ccc(F)cc3)c3ccccc32)c(=O)n(-c2ccccc2)n1C	-8	30	3	5	0.2	-3	-8	-0.1	-5
O=C(COC(=O)CNC(=O)c1ccc(Cl)c([N+](=O)[O-])c1)NC(=O)c1ccccc1	4	0	-7	0	0.5	-2	-17	2.2	-3
Cc1cccc(C)c1NC(=O)CCS(=O)(=O)c1cccc2nsnc12	-17	23	-18	1	-0.2	-6	0	-1.9	-4
C=CCOc1c(OC)cc(/C=N/Nc2cccc(C(=O)O)c2)c(Br)c1Br	-4	12	-5	-2	-0.9	-4	-37	-1.0	-8
Cc1ccc(C(=O)Nc2ccc(N3CCN(S(C)(=O)=O)CC3)cc2)cc1	-19	14	-1	1	1.0	2	-7	0.2	0
O=C(CCN1C(=O)c2ccccc2S1(=O)=O)Nc1cccc2ccccc12	-16	16	-4	5	2.1	-16	-11	-0.9	-3
O=C(CSc1nc2ccccc2[nH]1)Nc1ccccc1F	-13	14	-4	5	0.7	-6	-14	0.3	1
Cn1c(=S)c2[nH]c(SCc3cccnc3)nc2n(C)c1=O	-6	12	x	2	0.0	x	-16	x	-2
N#Cc1ccccc1S(=O)(=O)N1CCN(CC(O)c2ccccc2)CC1 (configuration not stated)	-6	3	-1	1	0.3	-3	-3	0.2	-5
CNc1c(NS(=O)(=O)c2ccc(F)c(Cl)c2)c(=O)oc2ccccc12	-16	-4	-11	8	3.2	-14	18	4.1	-2
CCOc1ccccc1C1C(C(N)=O)=C(C)Nc2nc(-c3ccccc3Cl)nn21 (configuration not stated)	8	-5	-17	4	0.1	-15	4	-1.1	-1
COc1ccc(-c2cc(C(=O)N3CCN(c4ccccc4OC)CC3)no2)cc1OC	-7	-6	-1	3	0.6	-6	-20	0.6	-4
O=C(NCc1ccc(Cl)cc1)C1CCCN(c2cnccn2)C1 (configuration not stated)	0	2	-3	1	0.9	-27	-21	1.5	1
COc1ccc2oc(C(=O)N3CCN(S(=O)(=O)c4c(C)c(C)cc(C)c4C)CC3)c(C)c2c1	-16	17	x	8	0.2	x	17	x	-3
Cc1ccc(Nc2nc(N3CCOCC3)nc(N3CCOCC3)n2)cc1C	-3	16	-4	-4	-0.6	-19	-16	-1.1	-4
Nc1ncnc2c1ncn2C1OC(C(=O)NC2CC2)C(O)C1O (configuration not stated)	12	7	3	1	-0.5	3	3	1.0	1
CCSc1nnc(NC(=O)Cc2cccc(OC)c2)s1	-9	25	-7	9	2.8	-23	-7	0.7	-4
O=C(NCCN1CCN(c2ccccc2)CC1)C1CCN(S(=O)(=O)c2cccs2)CC1	-2	-1	x	12	1.7	x	-1	x	-8
CC(NS(=O)(=O)/C=C/c1ccccc1)C(=O)NCCc1ccc(S(N)(=O)=O)cc1 (configuration not stated)	-10	-3	-10	0	1.1	-9	5	-0.2	-5
Cc1ccc2nc(-c3ccc(NC(=O)COCC(=O)O)cc3)sc2c1	-4	4	-8	4	3.2	-4	-38	-0.1	13
O=C(CN1C(=O)NC(c2ccccc2)(c2ccccc2)C1=O)NCC(=O)Nc1ccc(F)cc1	-13	6	-7	4	0.2	-14	-23	0.8	-4
CCCS(=O)(=O)NC(=O)C1(C)CCN(C(=O)c2cc(C(C)(C)C)nn2C)C1 (configuration not stated)	0	2	x	2	-0.1	x	0	x	1
COCCN1Cc2cccc(C(=O)Nc3cc(OC)ccc3OC)c2C1=O	-10	21	-9	3	0.5	-13	5	-0.6	-3
COc1cc(OC)c(C2C3=C(CCCC3=O)Nc3nc4ccccc4n32)cc1OC (configuration not stated)	-6	4	-7	-1	0.2	-12	2	-0.7	-4
O=C(N/N=C/c1ccc(O)cc1)c1cccc(N/N=C/c2ccc(O)cc2)c1	1	5	1	2	-0.7	-4	0	0.9	0
CC(C)N(Cc1ccccc1)C(=O)CC(=O)N(Cc1ccccc1)C(C)C	-17	15	-3	2	1.0	-14	7	1.8	-5
O=C(CSc1nnc(-c2ccccc2O)o1)Oc1ccc(Br)cc1	-15	20	-3	8	4.1	-4	17	2.1	-3
C=CC[C@H](CC(=O)N(CCO)Cc1ccccc1)C(=O)N[C@@H](COC(=O)[C@@H](CC=C)Cc1ccc(F)cc1)Cc1c[nH]c2ccccc12	13	-8	-10	4	0.7	3	60*	3.8	-3
O=C(O)c1cccc(C(=O)O)c1Br	-9	24	-11	6	0.9	-17	-5	0.0	-3
c1ccc2sc(SCSc3nc4ccccc4s3)nc2c1	6	-13	-1	3	-0.3	-11	-27	0.6	-4
O=C(N/C=C\c1ccccc1)NCc1ccc(Cl)cc1	-3	12	-11	14	-0.1	-27	-8	0.6	-5
O=C(Nc1nnc(S(=O)(=O)N2CCCCCC2)s1)c1ccccc1	-7	19	-8	3	1.0	8	4	6.7	5
O=C1OCCN1C(=O)[C@H]1[C@H](c2ccc(Cl)cc2)C(c2ccccc2)=NN1c1ccc(Br)cc1	-10	13	x	2	0.9	-9	-18	x	-4
COc1cc(NC(=O)CCCN2C(=O)NC(C)(C)C2=O)cc(OC)c1	-10	0	-4	3	0.3	-3	-15	-0.4	-2
Cc1ccc(Nc2c(-c3ccccn3)nc3ccc(C)cn23)cc1	-22	-1	-16	2	-0.5	36*	4	-1.5	-8
CC(C)Oc1ccc(S(=O)(=O)N2CCCCC2)cc1NC(=O)CN1CCCC1c1cccs1 (configuration not stated)	-22	11	-10	-2	0.6	8	-6	2.2	-3
CCCc1nn(C)c(C(=O)Nc2ccccc2)c1Cl	-4	19	-8	-2	1.3	-2	1	0.8	-4
COc1cccc(C(=O)NCC(=O)OCC(=O)Nc2ncc(Cl)cc2Cl)c1	-3	13	-8	0	0.5	0	-16	-1.4	-5
O=C(NCc1ccccc1)c1csc(-c2cccnc2)n1	-7	15	6	3	0.6	-14	-3	0.5	-4
O=C(CN1CC(c2ccccc2)CC1=O)N/N=C/c1cc(Br)ccc1O (configuration not stated)	-12	18	-7	12	1.4	-15	-14	3.3	-2
CCC(C)(C)NC(=O)CN(C(=O)CCC(=O)Nc1nccs1)c1ccc2c(c1)OCO2	-3	-4	2	1	0.1	-12	-26	-0.5	-1
O=C(CSc1nc(-c2ccco2)cc(C(F)(F)F)n1)NCC1CCCO1 (configuration not stated)	-17	21	-2	1	0.8	-7	-6	0.5	-3
CCN(c1cc(C)cc(C)c1)S(=O)(=O)c1nnc(NC(=O)c2ccco2)s1	-9	15	-2	3	1.1	-10	-45	5.2	0
COc1ccc(C(=O)N2CCN(S(=O)(=O)c3ccc(Br)cc3)CC2)cc1	-9	12	-10	5	2.9	-24	27	5.7	-3
O=C(c1cn(-c2ccccc2)nc1-c1cc2ccccc2oc1=O)N1CCOCC1	3	-5	3	13	2.1	-15	1	0.9	-4
CCOc1ccc2nc(SCC(=O)c3ccc(Cl)s3)sc2c1	-22	21	-11	14	0.9	-15	23	2.7	-2
O=c1[nH]c(/C=C\c2ccc(O)cc2)nc(O)c1[N+](=O)[O-]	5	3	-2	4	0.1	6	-3	0.6	-4
COc1ccc(NS(=O)(=O)c2cccc(C(=O)NC3CCN(Cc4ccccc4)CC3)c2)cc1	-10	-8	-5	10	5.4	-16	-5	6.1	-4
